# ssDAF12 agonist = S. stercoralis DAF-12 nuclear receptor activators, primary screen, cell-based, luminescence, HEK293, GRIP1 co-expression, lit1-tk-luc; Nuclear hormone receptor DAF-12 (Strongyloides stercoralis); HEK293 ssDAF-12/GRIP1 lit1-tk-luc reporter; % of 3 µM dafachronic acid response; 370,000 compounds, 1% hits; AID 652126, 2013; activation, % at 6.8 µM;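 active = activation above the mean over all tested compounds plus 3 SD, cut at about 0.9% in these data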;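 also: 0% = DMSO-only wells and 100% = 3 µM delta7-dafachronic acid wells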
# SMARCA2 act = SMARCA2 (BRM) function activators, primary screen, cell-based, luminescence, high throughput | AID 652017, 2013 | activation, % at 9.1 µM | MG213 cells, MMTV-luciferase reporter, dexamethasone, overnight | 370,000 compounds, 1% hits; in the data active = activation above about 7.8%;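 also: 0% = vehicle wells and 100% = reference activator wells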
# hgDAF-12 ag = H. glycines DAF-12 receptor agonists, primary screen, cell-based, luminescence, HEK293, GAL4 fusion, UAS-luciferase; Nuclear hormone receptor DAF-12 (Heterodera glycines), GAL4 fusion; HEK293 GAL4-hgDAF12 UAS-luciferase reporter, agonist luminescence; normalized to butyrate control; activation, % at 6.8 µM; 370,000 compounds, 1.8% hits; AID 687014, 2013;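 active = activation above a cutoff set at the mean of all screened compounds plus 3 SD, cut at about 10% in these data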;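 also: 0% = DMSO wells and 100% = sodium butyrate wells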
# DAX1 inh-1 = DAX1 (NR0B1) inhibitors, primary screen, cell-based, HEK293, Gal4-DAX1, luciferase luminescence | inhibition, % at 6.75 µM | AID 504766, 2011 | 340,000 compounds, 0.99% hits | HEK293 Gal4-DAX1 luciferase reporter | Nuclear receptor subfamily 0 group B member 1 (Homo sapiens), P51843;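 active = inhibition above the mean over all tested compounds plus 3 SD, cut at about 4.2% in these data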;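 also: 0% = DAX1-transfected cells with DMSO and 100% = empty-vector control cells with DMSO; inhibition shows as a rise in luminescence from relieved DAX1 repression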
# Target sequence (P51843 207-470 limits assumed): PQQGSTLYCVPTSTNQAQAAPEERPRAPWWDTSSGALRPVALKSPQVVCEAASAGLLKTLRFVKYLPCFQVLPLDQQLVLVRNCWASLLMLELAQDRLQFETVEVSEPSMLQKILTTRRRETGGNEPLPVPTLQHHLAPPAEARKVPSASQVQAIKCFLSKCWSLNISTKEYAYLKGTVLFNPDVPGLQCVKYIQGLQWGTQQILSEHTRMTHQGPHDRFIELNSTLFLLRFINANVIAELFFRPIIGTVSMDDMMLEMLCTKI
# MBD2 inh = inhibitors of MBD2 binding to methylated DNA, primary screen, biochemical, TR-FRET, DNA-binding domain, human. MBD2 binding to methylated oligonucleotide. inhibition, % at 4.4 µM. 370,000 compounds, 0.31% hits. AID 686964, 2013; in the data active = inhibition above about 13%
# NR1D1 modulator = modulators of Rev-erb alpha DNA binding, primary screen, biochemical, FITC-DNA, fluorescence polarization, uHTS. Rev-erbα–FITC-DNA binding, 90 min. activity, % at 10 µM. 370,000 compounds, 0.79% hits. AID 1259318, 2017;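 active = activity above about 14%, limit read from the data; passing the limit was not always enough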;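 also: 0% = DMSO wells with 35 nM protein and 100% = DMSO wells with 750 nM protein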
# PLCb3 inh = human PLC-beta3 inhibitors, primary screen, biochemical, fluorescence; inhibition, % at 12.2 µM; Purified PLC-beta3, fluorogenic substrate; AID 720704, 2013; 370,000 compounds, 0.18% hits; 1-phosphatidylinositol 4,5-bisphosphate phosphodiesterase beta-3 (Homo sapiens), Q01970; in the data active = inhibition above about 11%;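 also: 0% = median of compound wells on plate and 100% = full blocker control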
# PLCg1 inh = PLC-gamma1 enzyme inhibitors, primary screen, biochemical, fluorescence, purified enzyme. inhibition, % at 12.2 µM. fluorogenic substrate. 370,000 compounds, 0.84% hits. 1-phosphatidylinositol 4,5-bisphosphate phosphodiesterase gamma-1 (Homo sapiens), P19174; in the data active = inhibition above about 9.5%
# hcDAF-12 act = H. contortus DAF-12 nuclear receptor activators, primary screen, cell-based, luminescence, HEK293, lit1-tk-luc reporter; 370,000 compounds, 1.4% hits; activation, % at 6.8 µM; HEK293 hcDAF-12 lit1-tk-luc reporter; 0% DMSO, 100% Δ7-dafachronic acid;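 active = activation above the mean of all tested compounds plus 3 SD, cut at about 5.5% in these data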;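 also: 100% = response to 3 µM Δ7-dafachronic acid high control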
# ADAM17 inh = ADAM17 inhibitors, primary screen, biochemical, QFRET. Disintegrin and metalloproteinase domain-containing protein 17 (Homo sapiens), P78536. recombinant ADAM17, EDANS/DABCYL FRET peptide cleavage. inhibition, % at 6.95 µM. 370,000 compounds, 0.83% hits. AID 720648, 2013;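 active = inhibition above the mean of compounds lying between control limits plus 3 SD, set per campaign, cut at about 8.5% in these data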;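 also: 0% = DMSO-only wells as the low control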
# Target sequence (P78536 215-824 limits assumed): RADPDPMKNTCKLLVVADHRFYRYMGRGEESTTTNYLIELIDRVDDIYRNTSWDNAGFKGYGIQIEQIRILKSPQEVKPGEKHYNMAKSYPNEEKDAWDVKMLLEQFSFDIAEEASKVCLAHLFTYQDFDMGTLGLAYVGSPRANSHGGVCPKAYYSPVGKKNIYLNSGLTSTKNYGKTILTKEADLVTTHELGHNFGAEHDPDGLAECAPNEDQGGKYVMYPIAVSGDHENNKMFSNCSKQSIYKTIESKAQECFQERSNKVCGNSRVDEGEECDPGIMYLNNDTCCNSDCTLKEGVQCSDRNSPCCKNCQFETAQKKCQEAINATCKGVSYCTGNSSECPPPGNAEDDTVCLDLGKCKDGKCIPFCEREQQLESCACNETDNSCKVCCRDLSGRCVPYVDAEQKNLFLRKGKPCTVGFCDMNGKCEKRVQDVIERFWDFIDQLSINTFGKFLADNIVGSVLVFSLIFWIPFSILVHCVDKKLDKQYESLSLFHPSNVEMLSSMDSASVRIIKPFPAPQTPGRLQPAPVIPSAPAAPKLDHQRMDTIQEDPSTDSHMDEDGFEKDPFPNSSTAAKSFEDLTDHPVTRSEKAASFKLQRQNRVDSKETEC
# DAX1 inh-2 = DAX1 (NR0B1) inhibitors on StAR promoter, primary screen, cell-based, luminescence, SF-1 (NR5A1), full-length DAX-1; HEK293T StAR-luciferase reporter, SF-1/DAX-1 repression relief; inhibition, % at 6.8 µM; 370,000 compounds, 1.1% hits; AID 652010, 2013;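 active = inhibition above the mean over all tested compounds plus 3 SD, cut at about 3.6% in these data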;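 also: 0% = DAX-1 cells with DMSO and 100% = cells lacking DAX-1 with DMSO; higher inhibition means more luminescence from relief of DAX-1 repression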
# Starred values were filed as active, the others as inactive; i = inactive; . = not tested or not shown.
SMILES,ssDAF12 agonist,SMARCA2 act,hgDAF-12 ag,DAX1 inh-1,MBD2 inh,NR1D1 modulator,PLCb3 inh,PLCg1 inh,hcDAF-12 act,ADAM17 inh,DAX1 inh-2
Cc1ccc(S(=O)(=O)N2CCSC2C(=O)O)cc1 (centres undefined),-0.5,-6,-0.3,-0.2,-1,-10,4,9,-1.3,1,-0.6
CCOc1ccc(NC(=O)COC(=O)c2cc(S(=O)(=O)N3CCCC3)ccc2C)cc1,-1.9,-7,-1.3,-0.6,3,6,2,8,-0.8,9.4*,-1.5
CCC(C)Nc1nc(N)c([N+](=O)[O-])c(NC2CCCCC2)n1 (centres undefined),-1.6,2,-1.2,0.3,3,3,-2,2,0.1,-2,0.0
Cc1oc(-c2ccc(Cl)cc2)nc1CN1CCC(C(=O)NCc2cccs2)CC1,-0.9,2,0.3,1.8,-5,0,6,2,-0.6,-2,-0.2
Cc1ccc(C(=O)Nc2ccc(Cl)cc2C)c(Cl)c1,-0.4,1,12*,0.8,-1,0,-5,0,4.8,1,6.7*
O=C(COC(=O)c1cnccn1)Nc1c(Cl)cc(Cl)cc1Cl,-1.3,-1,3.4,1.0,-2,-2,-9,1,-1.2,1,-1.4
Cc1nn(-c2ccc(N3CCOCC3)nn2)c(C)c1CCC(=O)Nc1ccc(F)cc1,-1.1,5,4.4,0.6,-8,-1,-11,-4,0.5,0,1.8
Cc1ccc(C2(c3noc(CN(C)CC4CCCCO4)n3)CCCC2)cc1 (centres undefined),-0.9,-1,-1.6,1.9,-1,2,-3,2,-1.1,-3,0.1
O=C(Cn1ccc(C(F)(F)F)n1)NNC(=O)c1ccco1,-0.8,2,0.4,0.4,3,-5,5,2,2.5,-2,-0.1
O=C(CS(=O)(=O)Cc1ccccc1)NCc1ccc2c(c1)OCO2,-1.2,-2,2.3,0.1,6,1,-1,2,-0.8,-5,0.0
O=C(Nc1ccccc1)O/N=C/c1ccc(F)cc1,0.1,5,15*,3.2,-1,-1,-7,-1,4.3,-3,2.6
O=C(O)c1ccccc1C(=O)N1CCN(c2cccc(Cl)c2)CC1,-0.5,1,3.1,-1.5,-1,-4,4,1,-0.1,-3,-1.4
Cc1ccc(N(CC(=O)N/N=C/c2ccco2)S(=O)(=O)c2ccccc2)cc1,-1.7,-1,1.7,-0.5,3,-4,-1,-2,0.1,0,0.2
CN1C(=O)N(c2ccc(Cl)cc2)C(C)(O)CC1(C)C (centres undefined),-1.3,-3,0.5,-0.8,-1,4,-3,0,-0.4,-4,-0.4
O=S(=O)(Nc1ccc(-c2csc(-c3ccccc3)n2)cc1)c1ccccc1,-1.8,-3,-1.1,-0.1,-3,-11,-25,-23,-1.3,5,-0.1
COc1ccc(S(=O)(=O)N2CCCCC2c2cc(C(=O)N3CCOCC3)no2)cc1 (centres undefined),-0.8,1,1.1,.,1,12,4,3,-0.3,-3,0.0
COc1ccc(-c2ccc(-c3noc(C4CCCCC4)n3)c(OC)n2)cc1,-0.4,1,-0.1,0.3,-1,2,-62,-45,-1.4,-57,0.3
Cc1ccccc1OCCNC(=S)Nc1ccccc1,-1.4,-1,1.1,-0.5,3,2,-1,2,-0.4,-4,-0.2
O=C(Nc1ccc2c(c1)OCO2)C1CCCN1C(=O)Nc1cccc(F)c1 (centres undefined),-1.4,0,-3.3,-0.6,-3,1,3,4,-2.0,-2,-0.7
O=S(=O)(CCc1ccncc1)Cc1ccc2c3c(cccc13)CC2,-1.9,-1,1.2,0.8,-3,0,-84,-60,-0.8,-30,0.2
COc1ccc(C2C(C#N)=C(N)Oc3n[nH]c(C)c32)cc1Cn1cc([N+](=O)[O-])cn1 (centres undefined),-0.5,1,-2.2,0.1,-8,-3,-17,-12,-1.4,-2,-0.5
CC(=O)Oc1cccc(C(=O)Nc2ccccc2NC(=O)c2cccc(OC(C)=O)c2)c1,-1.6,1,2.1,0.4,2,1,-2,1,-1.0,2,0.0
COCCCNC(=O)c1ccc2nc3ccccc3c(=O)n2c1,-1.5,0,0.8,-0.2,-8,-2,i,i,1.6,-447,0.2
CCCSC1=NN2CCCC(=O)N=C2S1,-1.2,2,2.0,0.8,0,-6,-6,-2,0.6,-5,1.2
C=CCOc1ccc(/C(CC)=N/O)cc1OC,-0.2,4,2.2,1.0,5,-3,0,0,-1.9,-1,0.5
COCC(=O)NNC(=O)Cc1ccc(Cl)cc1,-0.5,3,0.4,0.8,1,-4,1,-3,-0.8,-1,-0.2
CCOC(=O)N/N=C(\C)c1ccc(C)o1,-1.2,4,3.6,-0.8,-1,7,-3,-5,-1.6,-3,0.5
CSCC[C@H](NC(=O)N1CCn2c1nc1ccccc12)C(=O)NCc1ccc2c(c1)OCO2,-0.6,0,1.1,0.3,-1,0,-4,0,-2.4,-6,-0.2
C=CCN1C(=O)[C@H](CC(=O)N2CCCCC2)[C@@]2(C(=O)OCC)CCCC=C12,-0.9,-7,1.1,.,1,3,-1,0,-1.1,-5,0.0
CC(C)Cc1cc(C(=O)O)c2ccccc2n1,-0.8,1,0.2,-0.4,-2,-1,0,0,-0.4,-4,-0.3
CCCn1c(SCC(=O)N2c3ccccc3CC2C)n[nH]c1=O (centres undefined),-0.6,-1,-0.2,0.3,-5,2,-4,1,-0.4,1,0.0
Cc1c(N(C)C(=O)COc2ccc3ccccc3c2)c(=O)n(-c2ccccc2)n1C,-0.8,0,0.0,-0.6,1,1,-2,0,-2.0,-1,-0.5
COc1cc(/C=N/NC2=NC(C)(C)Cc3ccccc32)cc(OC)c1OC,-1.1,-4,-1.5,0.4,0,-2,-3,0,-2.2,-1,0.1
O=C(NC1CCCC1)c1nc(-c2ccco2)oc1-c1ccccc1,-1.2,-3,2.6,.,-2,-5,-25,-16,0.2,-19,0.1
Cc1ccc(OCC(O)Cn2c(=N)n(CCN3CCOCC3)c3ccccc32)cc1 (centres undefined),-0.9,1,2.5,1.2,1,0,1,0,-3.0,-6,-0.9
COc1ccc(CN=C(N)N=C(N)N)cc1Cl,-1.5,-5,-1.2,-0.8,1,-7,-11,1,0.1,-4,-0.7
OC(CC(O)c1ccccc1)c1ccccc1 (centres undefined),-1.9,-1,1.8,0.7,6,0,0,2,0.7,-3,0.8
CCN(CC)C(=O)CSC(=Nc1ccccc1F)NC#N,-1.0,7,7.2,2.1,3,1,-51,-44,-0.8,-12,1.6
C=CCn1c(/N=C/c2ccc3c(c2)OCO3)nc2ccccc21,1.2*,1,0.3,-0.4,0,2,-1,-1,-0.1,-3,0.0
O=C(CC1SC(N2CCCCC2)=NC1=O)Nc1ccc(C(=O)NCc2ccccc2)cc1 (centres undefined),-0.5,0,-2.9,-0.7,-3,1,0,3,1.0,-4,-0.9
COc1ccccc1/C=C/C=N/NC(=O)Cc1cccn1C,-1.6,0,1.3,0.3,-6,1,-28,-18,-2.9,-15,-0.1
O=C(Cn1cc(C(F)(F)F)cc(Cl)c1=O)Nc1cccc(S(=O)(=O)N2CCCCC2)c1,-1.1,-1,-0.7,-0.9,5,-6,-3,2,-0.4,-1,1.7
O=C(Cc1ccc(Nc2nc(=S)[nH]c3ccccc23)cc1)NC1CCCCC1,-0.8,-4,-0.6,.,-5,-1,-75,-66,-0.3,7,0.2
O=C(NCCN1CCOCC1)c1cc(S(=O)(=O)Nc2ccccc2F)c(Cl)cc1Cl,-1.1,1,-1.0,0.1,-5,2,-5,3,-2.1,-1,-0.6
COc1cc(/C=C/C(=O)CC(=O)/C=C/c2ccc(O)c(OC)c2)ccc1O,-0.9,-3,-2.7,-1.6,1,6,-180,-126,-1.4,-1,-0.9
O=C(CN(c1ccc(F)cc1)S(=O)(=O)c1ccccc1)N1CCOCC1,-1.2,-2,-0.4,0.8,3,2,-7,1,0.5,0,-0.2
O=C(N/N=C/c1ccc[nH]1)c1ccc(O)cc1,-1.3,-4,2.5,-0.3,-9,4,-9,-9,0.7,-7,0.3
CN(Cc1ccccc1)C(=O)CCNC(=O)Cn1cnc2ccccc2c1=O,-1.4,-3,-0.8,0.6,9,1,-1,0,1.3,-5,-0.2
Fc1cccc(CNC(=S)OC2CCC23CCC(c2ccccc2)CC3)c1 (centres undefined),-0.9,-2,1.9,.,6,2,0,-2,-1.3,-4,-0.2
CCCCOc1ccc(C(O)(CCN2CCOCC2)c2ccccc2)cc1 (centres undefined),-1.2,-4,-2.1,-0.7,1,-1,-5,2,-2.9,-5,-0.6
COc1ccc(C)cc1NC(=O)CN(c1ccc(F)cc1)S(C)(=O)=O,-1.3,-3,-1.1,-1.0,0,1,1,1,-2.2,-2,-0.7
COc1cccc(OC)c1C(=O)Nc1c(C(=O)N2CCN(C)CC2)oc2ccccc12,-0.7,0,1.3,0.6,3,-1,-7,-2,-1.2,1,1.0
CC(=O)C1(O)CCC2C3CC(C)C4=CC(=O)CCC4(C)C3CCC21C (centres undefined),-0.9,-7,-3.0,.,-8,0,3,3,-0.2,3,-0.5
COc1ccc(CN2CCNC(=O)C2CC(=O)NC2CCOCC2)c(F)c1 (centres undefined),-0.7,0,2.5,-0.3,-2,2,-17,-9,0.7,-4,0.9
c1ccc(-c2nnc(C3CC(c4ccncc4)=NO3)o2)cc1 (centres undefined),-1.0,0,0.9,0.7,1,-3,3,2,-0.7,1,0.3
Cc1ccc(NS(=O)(=O)c2ccc(C(=O)NCCCN3CCCC3=O)cc2)cc1C,-1.6,-4,-2.3,-2.1,-6,2,-4,-3,-2.2,1,-4.2
CCCCCCCCSc1nnc(-c2ccc(OC)cc2)o1,-1.4,-1,-1.2,0.1,4,6,1,-1,0.5,3,0.5

# Part of the list above with just SMARCA2 act, PLCg1 inh and PLCb3 inh.
SMILES,SMARCA2 act,PLCg1 inh,PLCb3 inh
COc1cccc(OC)c1C(=O)Nc1c(C(=O)N2CCN(C)CC2)oc2ccccc12,0,-2,-7
CCCCOc1ccc(C(O)(CCN2CCOCC2)c2ccccc2)cc1 (centres undefined),-4,2,-5
